APOBEC3A inh = APOBEC3A ssDNA deaminase inhibitors, primary screen, selectivity assay for APOBEC3G inhibitor project, biochemical, FAM/TAMRA oligo cleavage fluorescence. 330,000 compounds, 0.41% hits. recombinant A3A, FAM/TAMRA ssDNA deamination fluorescence. inhibition, % at 20 µM. DNA dC->dU-editing enzyme APOBEC-3A (Homo sapiens), P31941;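 active = at least 40% inhibition at 20 µM here, with at most 30% in a related deaminase screen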;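 also: plate controls were A3A with DMSO for no effect and wells lacking A3A enzyme for full effect; some results filed as inactive read as strong as hits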
Target sequence (P31941 whole entry, looked up): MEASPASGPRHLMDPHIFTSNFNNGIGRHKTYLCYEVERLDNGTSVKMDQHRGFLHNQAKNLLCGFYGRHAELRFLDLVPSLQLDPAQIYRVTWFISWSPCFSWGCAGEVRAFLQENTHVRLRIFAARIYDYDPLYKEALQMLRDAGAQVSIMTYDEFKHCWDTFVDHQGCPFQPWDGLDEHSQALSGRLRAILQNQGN
A3G deaminase = APOBEC3G DNA deaminase inhibitors, primary screen, biochemical, fluorescence, single-stranded DNA substrate, uHTS | DNA dC->dU-editing enzyme APOBEC-3G (Homo sapiens), Q9HC16 | recombinant A3G, ssDNA deamination FAM/TAMRA fluorescence | inhibition, % at 20 µM | 330,000 compounds, 0.28% hits;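 active = inhibition of at least 40% at 20 µM, with no more than 30% in the related APOBEC3A deaminase screen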;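 also: plate controls were DMSO wells with A3G for no effect and wells lacking A3G enzyme for full effect; some compounds called inactive have numbers as strong as hits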
Target sequence (Q9HC16 whole entry, looked up): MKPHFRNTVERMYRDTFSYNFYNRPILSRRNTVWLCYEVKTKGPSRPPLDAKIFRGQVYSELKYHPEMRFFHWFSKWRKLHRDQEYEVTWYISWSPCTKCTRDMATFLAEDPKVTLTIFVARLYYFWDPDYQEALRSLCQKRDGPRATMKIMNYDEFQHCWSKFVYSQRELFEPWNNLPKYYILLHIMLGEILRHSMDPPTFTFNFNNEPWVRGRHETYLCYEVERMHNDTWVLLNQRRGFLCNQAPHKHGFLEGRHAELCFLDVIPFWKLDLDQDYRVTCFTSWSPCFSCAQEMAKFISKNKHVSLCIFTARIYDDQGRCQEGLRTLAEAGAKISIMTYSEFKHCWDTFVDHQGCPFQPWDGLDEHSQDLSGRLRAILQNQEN
hIAP block = human IAP inhibitors, primary screen, biochemical, luminescence, uHTS; purified IAP, CDP-Star luminescence, 30 min; inhibition, % at 10 µM; 330,000 compounds, 0.12% hits; Intestinal-type alkaline phosphatase (Homo sapiens), P09923;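 active = inhibition reaching a set limit with compound at 10 µM in the primary screen, cut at about 35% in these data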;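 also: plate controls were DMSO wells with enzyme for no effect and no-enzyme buffer wells for full effect; values of inactives mirror those of a sister screen read the other way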
mIAP act = activators of mouse IAP, primary screen, biochemical, luminescence, uHTS | AID 2805, 2010 | activation factor at 10 µM | muIAP, CDP-Star luminescence, 30 min; active compounds read high; 1 = vehicle-only enzyme signal, 0 = enzyme-free wells | 330,000 compounds, 0.24% hits;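 active = activation factor of at least 2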; also: the source names both 10 and 20 µM as test concentration; values of inactives mirror those of a sister screen read the other way
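Assay system: mouse IAP enzyme / Compound: DMSO-dissolved test compounds / Timing: 30 min, room temperature / Measured by: luminescence from enzymatic CDP-Star hydrolysis / Control set: DMSO-only wells, enzyme-free buffer wells as negative control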
beta cell repl = inducers of MIN6 beta-cell proliferation, primary screen, ATP luminescence, uHTS; MIN6 cells proliferation, ATPlite luminescence, 48 h; cells starved in 0.2% serum; 100% = growth in 10% serum; proliferation, % at 10 µM; 330,000 compounds, 0.29% hits; AID 2380, 2010;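 active = compounds whose signal lies at least 3.5 SD above the mean of all wells on their plate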;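 also: 0% = DMSO-treated cells in low-serum medium and 100% = 10% serum control; some compounds called inactive have numbers as strong as hits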
hIAP activ = human IAP activators, primary screen, biochemical, luminescence, uHTS | Intestinal-type alkaline phosphatase (Homo sapiens), P09923 | purified human IAP, CDP-Star luminescence, 30 min; active compounds read high; 1 = vehicle-only enzyme, 0 = enzyme-free background | activation factor at 10 µM | 330,000 compounds, 0.16% hits;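 active = activation factor of the enzyme at least 2-fold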; also: the source names both 10 and 20 µM as test concentration; values of inactives mirror those of a sister screen read the other way
NALP3 yeast inh = NALP3 inflammasome inhibitors in reconstituted yeast, primary screen, luminescence, uHTS. AID 2825, 2010. inhibition, % at 10 µM. 330,000 compounds, 0.39% hits. Yeast reconstituted NLRP3/ASC/caspase-1, beta-gal luminescence, 24 h;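 active = inhibition of 50% or more; inactive = inhibition below 50%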;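 also: plate controls were induced DMSO wells for no effect and uninduced yeast grown without galactose for full effect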
mIAP block = inhibitors of mouse IAP, primary screen, biochemical, luminescence, uHTS; intestinal alkaline phosphatase [Mus musculus]; purified mouse IAP, CDP-Star luminescence, 30 min; inhibition, % at 10 µM; 330,000 compounds, 0.2% hits;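 active = inhibition of at least 40% at 10 µM in the primary screen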;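 also: plate controls were DMSO with enzyme for no effect and no enzyme wells for full effect; values of inactives mirror those of a sister screen read the other way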
SENP1 inh = human SENP1 catalytic domain inhibitors, primary screen, biochemical, FRET, uHTS; Sentrin-specific protease 1 (Homo sapiens), Q9P0U3; recombinant SENP1 catalytic domain, CyPet-SUMO1-YPet FRET cleavage; inhibition, % at 10 µM; 360,000 compounds, 0.21% hits;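 active = inhibition at least 30% at 10 µM, raw YFP signal under a set limit, fluorescence ratio 0.5 to 1.5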;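 also: 0% = enzyme with DMSO and 100% = no enzyme wells; some results filed as inactive read as strong as hits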
Target sequence (Q9P0U3 419-644 limits assumed): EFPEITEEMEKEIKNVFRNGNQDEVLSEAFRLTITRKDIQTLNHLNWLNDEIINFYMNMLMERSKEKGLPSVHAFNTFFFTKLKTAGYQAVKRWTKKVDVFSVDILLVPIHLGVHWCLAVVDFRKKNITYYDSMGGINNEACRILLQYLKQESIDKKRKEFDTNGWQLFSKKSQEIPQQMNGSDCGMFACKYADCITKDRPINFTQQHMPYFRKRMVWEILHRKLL
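Test system: human SENP1 catalytic domain; medium: Tris pH 8 buffer plus EDTA, NaCl, BME, BSA, NP40, catalase; incubation: 50 min reaction at room temperature; technique: FRET, CFP and YFP emission; controls: no-enzyme low control and enzyme-plus-DMSO high control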
The depositor's hits bear a star.

Values in the order: APOBEC3A inh, A3G deaminase, hIAP block, mIAP act, beta cell repl, hIAP activ, NALP3 yeast inh, mIAP block, SENP1 inh
Cc1cccc(Nc2nc(NCCO)nc(N3CCCC3)n2)c1
 : -3, -5, 11, 0.89, 1, 0.89, 3, 11, 3
CNC(=O)c1csc(-c2ccccc2)n1
 : 2, -3, -8, 1, 0, 1.1, 5, -4, 0
CCNC(=O)c1ccc(OCC(=O)Nc2ccc(F)cc2)c(OC)c1
 : 11, -1, -1, 0.99, -1, 1, 4, 1, 2
CCCNC(=O)c1nn2cc(Br)cnc2c1Cl
 : 6, -9, 2, 1, -2, 0.98, 10, -2, -1
CCOC(=O)c1nnn(-c2ccc([N+](=O)[O-])cc2)c1C
 : -2, -8, 13, 0.98, 1, 0.87, 27, 2, 3
Cc1cc(N)n(-c2ccc(C(=O)O)cc2)n1
 : -5, -4, 3, 0.94, -3, 0.97, -2, 6, 1
CN1C(C(=O)NCc2ccco2)CC2Cn3c(nc4cc(Cl)c(Cl)cc43)C21 (stereo not given)
 : 2, 1, -3, 1, -2, 1, 12, -4, -6
COc1ccc(S(=O)(=O)Nc2cc3c4c(c2)CC(=O)N4CCC3)cc1
 : 2, -2, 1, 0.95, -5, 0.99, 11, 5, 2
COc1ccccc1N1CCN(CCCNC(=O)Cn2ncc3c([nH]c4ccccc43)c2=O)CC1
 : -2, 2, -18, 1.1, -5, 1.2, 15, -8, -2
CCOc1ccc(NC(=O)c2ccc(NC(=O)c3cn4c5c(c(N6CCN(C)CC6)c(F)cc5c3=O)OCC4C)cc2)cc1 (stereo not given)
 : 20, 4, 14, 0.98, -5, 0.86, 18, 2, -1
COCC(=O)NC1CCN(CC(=O)Nc2ccc(OC)cc2[N+](=O)[O-])CC1
 : -4, -4, -5, 0.92, 2, 1.1, 13, 8, -2
CCC(Sc1nc(=O)cc(N)n1-c1ccccc1)C(=O)Nc1cc(C)on1 (stereo not given)
 : -1, -1, -3, 1, -3, 1, 8, -4, 2
O=C(c1cccc(F)c1)N1CCN(C(=O)c2cc3ncc(Br)cn3n2)CC1
 : 25, 4, 5, 0.95, -1, 0.95, 11, 5, 2
Cc1cc(-n2c(=O)c(C#N)cc3c(=O)n4cccc(C)c4nc32)no1
 : 7, -5, -38, 1.1, -2, 1.4, 11, -6, -33
Clc1ccc(-c2nnc(C3CC3)o2)cc1
 : 2, 1, 12, 1, -1, 0.88, 14, -4, -1

Remaining list, next part:
Values in the order: APOBEC3A inh, A3G deaminase, hIAP block, mIAP act, beta cell repl, hIAP activ, NALP3 yeast inh, mIAP block, SENP1 inh
CC(C)[C@H](NC(=O)c1ccccc1F)C(=O)NC1CCCCC1
 : -4, -5, -10, 1.1, -1, 1.1, 3, -5, 1
COc1cc(/C=C/C(=O)OCC(=O)NCC2CCCO2)ccc1OCC#N (stereo not given)
 : -2, -6, 1, 0.89, 2, 0.99, -6, 11, 4
Clc1ccc(NNc2ccnc3cc(Cl)ccc23)cc1
 : 1, 4, -10, 0.79, -5, 1.1, 7, 21, -22
C#CCN(CC=C)C(=O)CCc1nnc(COc2ccccc2)o1
 : 1, -6, -2, 0.95, 1, 1, 20, 5, -1
OCCN1CCN(c2ncnc3ccc(Br)cc23)CC1
 : 5, 7, -2, 1, 1, 1, 19, -2, -1
CC1(C)Cc2ccccc2C(C(=O)c2ccccc2)=N1
 : 31, -11, -3, 0.92, 0, 1, 15, 8, 0
Cc1ccc(Cl)cc1N1CCN(S(=O)(=O)c2ccc3c(c2)NC(=O)C(C)C(=O)N3)CC1 (stereo not given)
 : -6, -7, 5, 1.1, -5, 0.95, 4, -7, 1
CCCc1nnc(NC(=O)CCC(=O)N2CCN(S(=O)(=O)c3ccc(OC)cc3)CC2)s1
 : -2, -5, 15, 0.97, 1, 0.85, -4, 3, 0
CCc1nn(CC(=O)N2CCCCCC2)c(=O)c2cc3ccccc3n12
 : -4, -4, -12, 0.99, 0, 1.1, 2, 1, 4
CCn1c(COc2ccccc2C)nnc1SCC(=O)CC(=O)Nc1ccccc1
 : -2, -5, 14, 0.94, -3, 0.86, 6, 6, -1
CC(Oc1ccc(S(=O)(=O)N2CCCC2)cc1[N+](=O)[O-])C(=O)NC1(C#N)CCCCC1 (stereo not given)
 : -3, -8, -14, 1.1, -2, 1.1, -12, -5, 0
Cc1csc2c(N3CCN(C(=O)Nc4ccc(OC(F)(F)F)cc4)CC3)ncnc12
 : -1, -6, -17, 1.4, -4, 1.2, 27, -43, 1
FC(F)(F)c1cccc(Nc2nc(N3CCOCC3)nc(N3CCOCC3)n2)c1
 : 0, -4, -4, 1, -4, 1, 32, -4, -2
O=C(c1cc2c(F)cccc2s1)N1CCCC1
 : -4, -5, 6, 0.91, -2, 0.94, 14, 9, 0
O=C(Cc1cccs1)NCc1cccs1
 : 4, -1, -2, 1, -3, 1, -42, -1, 2

Next results.
Values in the order: APOBEC3A inh, A3G deaminase, hIAP block, mIAP act, beta cell repl, hIAP activ, NALP3 yeast inh, mIAP block, SENP1 inh
Cc1cnn(-c2ccc3nnc(-c4ccc(Cl)cc4)n3n2)c1
 : -1, -2, 1, 0.96, 2, 0.99, 29, 4, 3
COCCNC(=O)CN1C(=O)COc2ccc(Cl)cc21
 : 3, 4, -4, 0.91, 4, 1, 29, 9, 0
CCCCc1cc(=O)oc2cc(OCC(=O)N[C@@H](Cc3ccccc3)C(=O)O)ccc12
 : -6, -9, 3, 0.91, 4, 0.97, 22, 9, -1
O=C(CSc1nnc(-c2ccncc2)n1-c1ccc(F)cc1)NNC(=O)c1cccc(O)c1
 : -1, -7, -14, 0.88, 0, 1.1, 15, 12, 3
Cc1ccnc(NC(=O)CSc2ccccn2)c1
 : -3, -6, -21, 1.2, 0, 1.2, -6, -16, 1
COc1ccc(C2CC(O)(C(C)(C)O)NO2)cc1 (stereo not given)
 : -4, -6, -15, 0.92, -3, 1.2, 0, 8, 0
COc1ccc(NC(=O)CSCC(=O)OCc2cccc(OC)c2OC)cc1
 : -1, -14, -8, 0.89, 1, 1.1, 28, 12, 1
O=C(NCCCN1CCOCC1)c1ccc(NS(=O)(=O)c2ccccc2)cc1
 : -2, -13, -25, 1.1, -3, 1.3, 14, -5, -2
COc1ccc(C2(O)CCN(CCCCOc3ccccc3)CC2)cc1
 : -2, -7, -8, 1.1, 0, 1.1, 20, -15, 1
COc1cccc(F)c1C(=O)NC(=O)Nc1ccc2nc(C)oc2c1
 : 4, 9, -22, 0.97, -2, 1.2, 19, 3, -26
CC(C)(C)OC(=O)[C@H](CCCCN)NC(=O)c1nc[nH]c1C(=O)NCCCCCN
 : -1, -5, -18, 0.9, -2, 1.2, 13, 10, -1
O=C1CCCN1c1cccc(Br)c1
 : 2, 1, 2, 0.98, -4, 0.98, -13, 2, 2
O=C(NCCc1ccccc1)C(=Cc1ccc(C(=O)O)cc1)C(=O)NCCc1ccccc1
 : 6, -2, -3, 0.98, -3, 1, 2, 2, 1
O=C1CC(C2CCCO2)C(=O)N1c1ccccc1 (stereo not given)
 : 1, 1, 5, 0.96, -1, 0.95, -4, 4, 2
Cc1c(C(=O)Nc2ccccn2)sc2nc3n(c(=O)c12)CCC3
 : 2, -2, 10, 0.88, 1, 0.91, 24, 12, 3

Carrying on.
Values in the order: APOBEC3A inh, A3G deaminase, hIAP block, mIAP act, beta cell repl, hIAP activ, NALP3 yeast inh, mIAP block, SENP1 inh
COc1ccc(CNC(=O)C2CCN(c3nc(-c4ccccc4)nc4c3CCC4)CC2)cc1
 : -1, 7, -29, 1.2, -6, 1.3, 29, -22, -6
COC(=O)c1ccccc1NC(=O)N1CCN(C/C=C/c2ccccc2)CC1
 : -6, -1, -20, 1.2, -4, 1.2, 17, -16, 0
C[C@H]1NC(=O)[C@@]2(C)[C@@H](c3ccccc3)[C@H]3COc4ccccc4[C@@H]3N2C1=O
 : -1, -7, 5, 1, 1, 0.95, 3, -4, 2
CCOC(=O)CS(=O)(=O)CC(=O)Nc1ccc([N+](=O)[O-])cc1OC
 : -3, -3, 6, 0.97, -3, 0.94, 0, 2, 1
CCCCCOC(=O)C1=C(C)NC(=O)NC1c1ccccc1 (stereo not given)
 : -8, -6, -5, 1, 0, 1.1, 17, -2, 0
CCOC(=O)/C=C1\SCC(=O)N1CC(=O)NC(C)C
 : -1, 5, -12, 1, -1, 1.1, -6, -3, -1
COCC(C)NC(=O)CSc1nc(-c2ccccc2)c(-c2ccccc2)o1 (stereo not given)
 : 0, -8, -2, 0.95, -1, 1, -5, 5, 4
CCCCC(CC)CNC(=O)CCCCn1c(=O)[nH]c2ccsc2c1=O (stereo not given)
 : 4, 8, -14, 1, 0, 1.1, -5, -1, 1
FC(F)(F)c1cnc(-c2cnc(-c3ccncc3)nc2)c(Cl)c1
 : -2, -4, 9, 0.96, 1, 0.91, 35, 4, 0
Cc1ccc(NC(=O)CNc2ccc(N3CCOCC3)cc2)cc1S(=O)(=O)N(C)C
 : -2, -4, 7, 1, -2, 0.93, 3, 0, 2
Cc1cccc(NC(=S)N2CCN(Cc3ccccc3)CC2)c1C
 : -5, -7, 26, 0.98, 0, 0.74, 18, 2, 2
COc1ccc(/C=N/NC(=O)c2cc3c(ccc4ccccc43)o2)c(OC)c1
 : 9, 8, -16, 1.1, -2, 1.2, 13, -7, -19
Nc1nncn1C(=O)CCCOc1ccccc1
 : -1, -2, 3, 1, -3, 0.97, 7, -4, 2
COC(=O)/C(=C/c1ccco1)NC(=O)c1ccc(Br)o1
 : -1, -3, 17, 0.92, 5, 0.83, 13, 8, 0

Compound activity: PubChem, Sanford-Burnham Center for Chemical Genomics

The list is partial; the hit share may differ from the screen's.
